TNAP inh hi DEA – blocks human TNAP under high phosphate acceptor concentration. P05186. purified TNAP, CDP-star luminescence, 1 M DEA. inhibition, % at 20 µM. actives 0.03% (n = 200,000). AID 1135;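 active means over 50% inhibition of tissue-nonspecific alkaline phosphatase at 20 µM in the single-dose screen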;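 further: plate controls were DMSO wells for no effect and EDTA-quenched wells as full inhibition for full effect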
Target sequence (P05186 whole entry, looked up): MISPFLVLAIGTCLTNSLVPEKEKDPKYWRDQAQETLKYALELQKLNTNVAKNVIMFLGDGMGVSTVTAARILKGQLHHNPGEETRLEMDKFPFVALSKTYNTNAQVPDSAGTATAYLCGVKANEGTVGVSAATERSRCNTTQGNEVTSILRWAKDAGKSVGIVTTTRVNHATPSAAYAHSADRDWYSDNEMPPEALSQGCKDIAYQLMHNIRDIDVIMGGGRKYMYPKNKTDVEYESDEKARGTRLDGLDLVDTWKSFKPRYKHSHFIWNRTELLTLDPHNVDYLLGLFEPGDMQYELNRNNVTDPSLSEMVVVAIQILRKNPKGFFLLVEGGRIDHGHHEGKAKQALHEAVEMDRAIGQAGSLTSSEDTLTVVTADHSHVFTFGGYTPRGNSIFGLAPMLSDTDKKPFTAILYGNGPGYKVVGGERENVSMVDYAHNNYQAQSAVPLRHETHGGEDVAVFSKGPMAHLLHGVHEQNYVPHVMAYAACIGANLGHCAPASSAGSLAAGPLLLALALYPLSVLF
FLuc stim CS – firefly luciferase counter-screen for stimulation assays. P08659. ATPlite luciferase biochemical, luminescence, 10 min; 0 = ATP-free wells, 1 = DMSO control. activation factor at 10 µM. 200,000 tested, under 10 active;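 active means luciferase activation factor, scaled between plate controls, of at least 2 with compound at 10 µM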
Target sequence (P08659 whole entry, looked up): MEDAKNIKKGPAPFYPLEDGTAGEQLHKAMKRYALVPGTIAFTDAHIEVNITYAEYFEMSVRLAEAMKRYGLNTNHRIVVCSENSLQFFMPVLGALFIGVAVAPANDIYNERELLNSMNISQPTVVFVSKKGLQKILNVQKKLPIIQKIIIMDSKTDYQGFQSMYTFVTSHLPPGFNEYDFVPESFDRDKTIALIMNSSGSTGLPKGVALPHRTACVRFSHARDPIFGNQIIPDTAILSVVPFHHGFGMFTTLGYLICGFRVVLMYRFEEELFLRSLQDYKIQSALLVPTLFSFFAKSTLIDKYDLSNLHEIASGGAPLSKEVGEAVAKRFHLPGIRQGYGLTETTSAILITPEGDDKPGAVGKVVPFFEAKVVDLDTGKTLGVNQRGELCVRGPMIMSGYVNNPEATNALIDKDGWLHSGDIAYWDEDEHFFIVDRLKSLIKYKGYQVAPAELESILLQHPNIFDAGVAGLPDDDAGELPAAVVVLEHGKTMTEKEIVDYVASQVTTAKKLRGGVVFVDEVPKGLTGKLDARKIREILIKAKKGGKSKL
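test system = cell-free luciferase reagent | medium = PBS as buffer for the ATP substrate | dosing = test compounds dosed from 2 mM stocks in 100% DMSO | incubation = 10 min at ambient temperature | detection = luminescence measurement of luciferase light output | benchmarks = low control with PBS replacing ATP, high control enzyme plus ATP without compound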
Diaph inh CS – counter-screen for diaphorase-based assays: diaphorase inhibitors and chemical oxidizers; inhibition, % at 20 µM; actives 0.69% (n = 190,000); diaphorase resazurin-to-resorufin fluorescence, NADH, 16 min; bacterial (C. kluyveri) enzyme, not human;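 active means primary screen inhibition at 20 µM above a set limit, cut at about 50% in these data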;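 further: plate controls were DMSO with full reaction for no effect and wells lacking NADH for full effect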
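Assay system: diaphorase enzyme from Clostridium kluyveri. Quantity: enzyme working solution with 0.14 U/mL diaphorase. Schedule: reaction incubation of 16 min at room temperature. Technique: resorufin fluorescence, excitation 544 nm, emission 590 nm. Controls: No-NADH positive control and DMSO neutral control.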
PMI act – phosphomannose isomerase (human) activation; P34949; purified human PMI, coupled resazurin fluorescence, 20 min; active compounds read high; 1 = vehicle control, 0 substrate-free wells; activation factor at 20 µM; actives 0.005% (n = 190,000); AID 1214;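 active means activation factor of 2 or more at 20 µM, relative to plate controls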
Efa HMGR inh – blocks class II HMG-CoA reductase of Enterococcus faecalis; purified E. faecalis HMGR, NADPH absorbance 340 nm kinetic; inhibition, % at 10 µM; actives 0.41% (n = 190,000); AID 1066;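 active means inhibition above a set limit, the median over all tested compounds plus 3 SD, cut at about 9.5% in these data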;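 further: enzyme runs in reverse so mevalonate oxidation gives rising NADPH absorbance; 0% = complete reaction with DMSO and 100% = background rate lacking mevalonate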
Diaph act CS – activates diaphorase or chemically reduces, flagging diaphorase assay artifacts; Diaphorase/resazurin coupled assay, resorufin fluorescence, 16 min; active compounds read high; 1 = vehicle wells, 0 = NADH-free wells; activation factor at 20 µM; actives 0.005% (n = 190,000); AID 1229;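 active means diaphorase activity raised at least twofold by the compound at 20 µM; inactive means activation factor below 2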
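Measured by – red resorufin fluorescence at 544/590 nm excitation/emission · Test system – Clostridium kluyveri diaphorase, purified enzyme · Incubation – reaction time 16 min, room temperature · Buffer or medium – 50 mM HEPES pH 7.4 with 4.542 mM MgCl2, 0.005% Tween 20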
G6PDH counter – inhibits Leuconostoc G6PDH, flagging false hits in G6PDH-based assays; actives 0.12% (n = 200,000); inhibition, % at 5 µM; Purified L. mesenteroides G6PDH, diaphorase/resazurin coupled fluorescence, 45 min; in the data active means inhibition above about 50%
TNAP inh noacc – inhibitors of human TNAP without phosphate acceptor | P05186 | purified TNAP, CDP-star luminescence, 30 min | inhibition, % at 20 µM | actives 0.26% (n = 200,000) | AID 1012;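 active means tissue-nonspecific alkaline phosphatase inhibition above about 50% at 20 µM in the single-dose screen, limit read from the data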;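 further: 0% = DMSO negative control and 100% = EDTA positive control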
PMI act satM6P – PMI (human) activation, high substrate; P34949; coupled PMI enzyme assay, resazurin fluorescence, 20 min; active compounds read high; 1 = untreated enzyme, 0 = substrate-free blank; activation factor at 20 µM; actives 0.34% (n = 190,000); AID 1216;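 active means activation factor of 2 or more at 20 µM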
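assay system = human phosphomannose isomerase with PGI, G6PDH, diaphorase coupling enzymes | quantity = 15 ng/mL PMI | incubation = enzyme reaction with compound 20 min at room temperature | medium = HEPES pH 7.4 buffer with MgCl2 and Tween-20 | compound dosing = one concentration, 20 µM, in 1% DMSO | measured by = Diaphorase-driven resazurin-to-resorufin fluorescence, excitation 544, emission 590 nm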
TNAP act hi DEA – TNAP (human) activation, high acceptor | P05186 | purified TNAP, CDP-star luminescence, 1 M DEA, 30 min; active compounds read high; 0 = EDTA background, 1 = DMSO-only activity | activation factor at 20 µM | 200,000 tested, under 10 active;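 active means activation factor at least 2 at 20 µM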
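Control set: EDTA negative control, DMSO positive control / Assay system: human TNAP / Quantity: TNAP 1/800 final / Evaluation: TNAP activation factor scaled between EDTA and DMSO control wells / Measured by: luminescent substrate turnover signal / Compound dosing: one dose, 20 µM / Times: 30 min enzyme reaction at room temperature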
* = called active by the depositor; . = not tested or not shown.

Preview:
SMILES | TNAP inh hi DEA | FLuc stim CS | Diaph inh CS | PMI act | Efa HMGR inh | Diaph act CS | G6PDH counter | TNAP inh noacc | PMI act satM6P | TNAP act hi DEA
COc1ccc(C2=Nn3c(nnc3-c3cccnc3)SC2)cc1OC | -6 | 1.1 | 16 | 1 | . | 0.8 | 0 | -9 | 1 | 1.1
CC[n+]1ccc(C(=O)NCc2ccccc2)cc1 | -3 | 1 | -7 | 1.1 | 6 | 1.1 | 5 | -10 | 1.1 | 1
CN1CCN(c2cc(=O)n(Cc3ccc(F)cc3)c(=O)[nH]2)CC1 | 0 | 1 | -6 | 0.9 | -5 | 1.1 | 1 | -11 | 1 | 1
O=C(N/N=C/c1ccc(OC(=O)c2ccccc2)c([N+](=O)[O-])c1)c1ccc(O)cc1 | 15 | 1 | 10 | 0.9 | 1 | 0.9 | 11 | -8 | 1 | 0.8

This part in full, previewed entries included:
SMILES | TNAP inh hi DEA | FLuc stim CS | Diaph inh CS | PMI act | Efa HMGR inh | Diaph act CS | G6PDH counter | TNAP inh noacc | PMI act satM6P | TNAP act hi DEA
COc1ccc(C2=Nn3c(nnc3-c3cccnc3)SC2)cc1OC | -6 | 1.1 | 16 | 1 | . | 0.8 | 0 | -9 | 1 | 1.1
CC[n+]1ccc(C(=O)NCc2ccccc2)cc1 | -3 | 1 | -7 | 1.1 | 6 | 1.1 | 5 | -10 | 1.1 | 1
CN1CCN(c2cc(=O)n(Cc3ccc(F)cc3)c(=O)[nH]2)CC1 | 0 | 1 | -6 | 0.9 | -5 | 1.1 | 1 | -11 | 1 | 1
O=C(N/N=C/c1ccc(OC(=O)c2ccccc2)c([N+](=O)[O-])c1)c1ccc(O)cc1 | 15 | 1 | 10 | 0.9 | 1 | 0.9 | 11 | -8 | 1 | 0.8
CN(C(=O)COC(=O)CNC(=O)C12CC3CC(CC(C3)C1)C2)C1CCS(=O)(=O)C1 (configuration not stated) | -1 | 1 | 2 | 1 | 4 | 1 | 13 | 1 | 1 | 1
CCOCCn1c(CN(Cc2ccccc2)Cc2ccccc2)nc2c1c(=O)[nH]c(=O)n2C | 0 | 1 | 15 | 0.8 | -6 | 0.9 | 11 | 0 | 0.9 | 1
COc1cccc(-c2nc(CCl)cs2)c1 | -4 | 0.9 | 9 | 1.3 | -1 | 0.9 | 0 | -2 | 1.2 | 1
Cc1oc(C(C)(C)C)c(CN2CCCC2)c1C(=O)O | -5 | 1.1 | 11 | 1.1 | -5 | 0.9 | 16 | -12 | 1 | 1.1
COC(=O)c1ccc(COc2ncnc3sccc23)cc1 | -4 | 1.1 | 2 | 1.1 | 1 | 1 | -5 | -7 | 0.9 | 1
COCCOC(=O)c1cc(C(=O)c2cc(Cl)ccc2O)coc1=N | -2 | 1.1 | 12 | 1 | -5 | 0.9 | 0 | -6 | 1 | 1
O=C(COc1ccccc1)Nc1ccc(N2CCN(C(=O)c3ccco3)CC2)cc1 | -4 | 1.1 | 20 | 0.9 | -2 | 0.8 | 3 | -15 | 0.9 | 1
O=C(c1ccccc1)N1CCCCC(S(=O)(=O)c2ccccc2)C1=O (configuration not stated) | 0 | 1 | 2 | 1 | -1 | 1 | 4 | -4 | 1 | 1
CC(=O)N1CSCC1C(=O)N1CCN(c2ccc(N3CCOCC3)nn2)CC1 (configuration not stated) | -6 | 1.1 | 15 | 0.9 | -9 | 0.9 | -2 | -10 | 0.9 | 1.1
CC1(C)CC(=O)C2=C(C1)NC1=C(C(=O)c3ccccc31)C2c1ccc(O)cc1 (configuration not stated) | 13 | 1 | 15 | 0.9 | -2 | 0.8 | 12 | 19 | 0.9 | 0.9
CNCCCOc1ccc(C(C)(C)c2ccccc2)cc1 | 12 | 1 | -2 | 1 | -5 | 1 | 3 | -1 | 1.1 | 0.9
CCCCCC(=O)N/N=C/c1ccc(N(C)C)cc1 | -4 | 0.9 | 10 | 0.9 | -7 | 0.9 | -7 | -6 | 1 | 1
COCCN1C(=O)c2ccc(C(=O)O)cc2C1=O | -2 | 1 | 15 | 0.9 | -6 | 0.9 | 10 | -12 | 1 | 1
Cc1nn(C)c(Cl)c1C(=O)NC(C(=O)O)c1ccccc1 (configuration not stated) | -5 | 1 | 4 | 1 | -1 | 1 | 24 | -5 | 1 | 1.1
CCCCn1c(SCC2CCCCO2)nc2cc(S(N)(=O)=O)ccc21 (configuration not stated) | -5 | 1 | 9 | 1 | -8 | 0.9 | 6 | -11 | 1.1 | 1.1
CC1CCN(CCC(=O)NN)CC1 | 0 | 1.1 | 13 | 1.1 | 0 | 0.9 | -6 | -9 | 1 | 1
COc1ccc(OCC(=O)NNC(=O)c2cccc(S(=O)(=O)N(C)C)c2)cc1 | 7 | 1 | 5 | 0.9 | -3 | 0.9 | -7 | -34 | 1 | 0.9
COCCNC(=O)c1cc2sccc2n1C | -1 | 1 | 7 | 0.9 | 3 | 0.9 | 2 | -3 | 0.8 | 1
O=C(COC(=O)c1ccc(F)cc1)Nc1cc(S(=O)(=O)N2CCOCC2)ccc1N1CCCC1 | -2 | 1.1 | 8 | 1.2 | -3 | 0.9 | 11 | -5 | 1 | 1
CC1(C)CC(=O)C(C(=O)CCCCC(=O)C2C(=O)CC(C)(C)CC2=O)C(=O)C1 | -1 | 1.1 | 18 | 0.9 | 3 | 0.8 | -6 | -10 | 1 | 1
O=C(CCn1[nH]c(=O)c2ccccc2c1=O)N1CCOCC1 | -2 | 1.1 | 4 | 1.1 | 0 | 1 | 2 | -8 | 1 | 1
O=C(O)C(Cc1ccccc1)N1C(=O)/C(=C/c2cccc3ccccc23)SC1=S (configuration not stated) | 7 | 1 | 29 | 0.8 | -6 | 0.7 | -18 | 2 | 0.9 | 0.9
COCCCN(C(=O)Nc1ccccc1)C(C)c1ccncc1 (configuration not stated) | -10 | 1.1 | 21 | 1 | 5 | 0.8 | 4 | -19 | 0.9 | 1.1
CCc1cc2c(=O)[nH]c(CC(N)=O)nc2s1 | -5 | 1.1 | -1 | 1 | -3 | 1 | 3 | -10 | 1 | 1.1
CCOc1ccc(S(=O)(=O)Nc2nccs2)cc1 | -5 | 1.1 | 12 | 0.9 | 1 | 0.9 | 10 | -6 | 1 | 1.1
Cn1c(=O)c2nnn(/N=C(\c3ccccc3)C3CC3)c2n(C)c1=O | -7 | 1 | -3 | 1 | 1 | 1 | 7 | -5 | 1.1 | 1.1
Cc1nnc(SCC(=O)Nc2ccc(N(C)C)cc2)n(N)c1=O | -2 | 1 | -2 | 1 | 1 | 1 | 2 | -46 | 0.9 | 1
COc1ccccc1C(=O)NCC(=O)Nc1ccccc1 | 0 | 0.9 | 4 | 1 | 0 | 1 | 0 | -4 | 1 | 1
C#CCOC(=O)Nc1cccn(Cc2c(Cl)cccc2Cl)c1=O | -4 | 1 | 23 | 1.2 | 2 | 0.8 | -4 | -15 | 1.7 | 1
CC(OC(=O)C1=Cc2ccccc2OC1)C(=O)NC1CCCC1 (configuration not stated) | 0 | 1 | 14 | 0.9 | 1 | 0.9 | -6 | -14 | 0.9 | 1
COc1cccc(NC(=S)/C(=C(\[O-])c2ccc(OC(F)F)cc2)[n+]2ccccc2)c1 | -2 | 1.1 | 16 | 0.9 | 11* | 0.8 | 2 | -11 | 0.6 | 1
COc1cc2nc(CSc3nc(-c4ccc(F)cc4)cs3)[nH]c(=O)c2cc1OC | 15 | 1 | 13 | 0.9 | -1 | 0.9 | 7 | -7 | 1 | 0.9
COc1ccc(Nc2nnc(SCC3CCCO3)s2)cc1 (configuration not stated) | -2 | 0.7 | -3 | 1 | 2 | 1 | -1 | -10 | 1.1 | 1
CCc1ccccc1NC(=O)CC(c1ccc(OC)cc1)n1cccc1 (configuration not stated) | -1 | 1.1 | 17 | 0.9 | -3 | 0.8 | -7 | -14 | 0.9 | 1
O=C(O)C1C2CCC(O2)C1C(=O)NCc1ccncc1 (configuration not stated) | -1 | 1 | -10 | 1.1 | 0 | 1.1 | 5 | 5 | 1.1 | 1
Cc1ccccc1NS(=O)(=O)c1ccc2c(c1)NC(=O)CO2 | -4 | 1.1 | 2 | 1.1 | 3 | 1 | 1 | -14 | 1.1 | 1
Cc1ccc2nc3nc(NCC4CCCO4)c(C(=O)NC4CCCCC4)cc3c(=O)n2c1 (configuration not stated) | 6 | 1 | . | . | 6 | . | 14 | -2 | . | 0.9
O=C(CCc1nnc(C2CCCCC2)o1)N1CCN(c2ccccc2F)CC1 | -5 | 1 | -7 | 1 | -1 | 1.1 | 7 | -6 | 0.9 | 1.1
O=C1CC(c2ccc(S(=O)(=O)N3CCN(c4ccccc4)CC3)cc2)CN1 (configuration not stated) | -1 | 1.1 | 8 | 1 | 0 | 0.9 | 2 | -9 | 0.9 | 1
Cc1ccccc1CS(=O)(=O)CCC(=O)NCCCN1CCN(c2ccccc2F)CC1 | -4 | 1 | 10 | 1 | -5 | 0.9 | 8 | -10 | 1 | 1
Cc1ccc2oc3nc(C)c(C(=O)O)cc3c(=O)c2c1 | -3 | 0.8 | -8 | 1.1 | -1 | 1.1 | 0 | -11 | 1.1 | 1
COCCN1Cc2cc3cc(C)ccc3nc2SC1=Nc1cccc(OC)c1 | -3 | 1 | 23 | 1.1 | 4 | 0.8 | 7 | -8 | 1 | 1
CCCCCc1ccc(S(=O)(=O)NCCc2ccncc2)cc1 | -5 | 1.1 | 14 | 0.9 | -2 | 0.9 | 7 | -9 | 1 | 1.1
CCOC1CC(C)(C)NC(=S)N1 (configuration not stated) | -6 | 1.1 | 14 | 1 | 5 | 0.9 | -4 | -12 | 1 | 1.1
Cc1cccn2cc(COc3ccc(-c4ccccc4)cc3)nc12 | -6 | 0.9 | 12 | 0.9 | 2 | 0.9 | 2 | -11 | 1 | 1.1
COc1ccc2c(Cl)c(C(=O)NN)sc2c1 | -3 | 1 | 9 | 1.1 | -3 | 0.9 | 1 | -10 | 1 | 1
CCCc1cc(=O)n2[nH]c(C)cc2n1 | -2 | 1.1 | 17 | 1 | -2 | 0.8 | -11 | -6 | 1 | 1

Assay outcomes (PubChem BioAssay)
